Compound activity (PubChem BioAssay)
mcGAS RapidFire – inhibitors of Mus musculus cyclic GMP-AMP synthase, initial high-throughput assay, cell-free, RapidFire MS; recombinant mouse cGAS, cGAMP by RapidFire MS; inhibition, % at 12.5 µM; AID 1259397, 2018; hit rate 0.18% among 130,000;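 active = inhibition of cGAS enzyme activity at or above 60%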;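 also: enzyme stimulated by 45 bp dsDNA with ATP and GTP substrates; cGAMP share of summed cGAMP plus half ATP and half GTP signals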
Target sequence (Q8C6L5 whole entry, looked up): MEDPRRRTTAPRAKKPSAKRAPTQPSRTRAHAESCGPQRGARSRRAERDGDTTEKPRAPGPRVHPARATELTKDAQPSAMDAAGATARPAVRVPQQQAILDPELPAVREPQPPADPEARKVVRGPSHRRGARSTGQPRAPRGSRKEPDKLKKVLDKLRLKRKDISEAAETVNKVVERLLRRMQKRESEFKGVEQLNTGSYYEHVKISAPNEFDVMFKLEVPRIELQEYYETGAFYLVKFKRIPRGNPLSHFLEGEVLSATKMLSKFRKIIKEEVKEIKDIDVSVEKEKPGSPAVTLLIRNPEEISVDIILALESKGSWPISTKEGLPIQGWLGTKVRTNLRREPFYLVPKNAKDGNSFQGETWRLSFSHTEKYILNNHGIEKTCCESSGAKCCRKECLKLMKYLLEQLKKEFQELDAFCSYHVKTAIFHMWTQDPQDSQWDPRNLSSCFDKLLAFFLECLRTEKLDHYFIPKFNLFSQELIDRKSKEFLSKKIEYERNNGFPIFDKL
Active calls of the source: *; & = joins results of further samples. This is a subset. The share of hits here may be higher or lower than overall.

Preview, 6 compounds:
SMILES	mcGAS RapidFire
CC(C)c1nc(CCN(C)C(=O)c2ccc(Cl)cn2)no1	-2
CCOc1ccc2ccccc2c1C(=O)Nc1c2c(nn1C(C)(C)C)CS(=O)C2 (centres undefined)	2
CC1CCCN(C(=O)NCCc2nccn2C(F)F)C1 (centres undefined)	-6
Cc1c(C(=O)NCC2CC2)sc(=O)n1Cc1ccccc1	-4
CCCc1nc2cccnc2n1C1CCN(C(=O)CC2C(=O)Nc3cc(OC)ccc32)CC1 (centres undefined)	-5
CCOC(=O)c1nn(-c2ccccc2)c(=O)cc1OCC(=O)Nc1ccc(C)cc1C	-7

The listing, repeating the preview:
SMILES	mcGAS RapidFire
CC(C)c1nc(CCN(C)C(=O)c2ccc(Cl)cn2)no1	-2
CCOc1ccc2ccccc2c1C(=O)Nc1c2c(nn1C(C)(C)C)CS(=O)C2 (centres undefined)	2
CC1CCCN(C(=O)NCCc2nccn2C(F)F)C1 (centres undefined)	-6
Cc1c(C(=O)NCC2CC2)sc(=O)n1Cc1ccccc1	-4
CCCc1nc2cccnc2n1C1CCN(C(=O)CC2C(=O)Nc3cc(OC)ccc32)CC1 (centres undefined)	-5
CCOC(=O)c1nn(-c2ccccc2)c(=O)cc1OCC(=O)Nc1ccc(C)cc1C	-7
O=C(Cn1ccc(=O)[nH]c1=O)Nc1ccccc1SCc1ccccc1	-2
CS(=O)(=O)N1CCC(Oc2ccccc2C(=O)NCCc2cscn2)CC1	-6
COc1ccc(NC(=O)NCCS(=O)(=O)c2c(C)n(C)c3ccccc23)c(OC)c1	2
c1ccc(SCc2cn3cccnc3n2)cc1	-10
Cc1ccccc1OCCn1c(C)c(/C=N\n2cnnc2)c2ccccc21	-1
CCN(CCO)Cc1csc2ccc(C(C)(C)C)cc12	-24
C/C=C/COC(=O)C1=C(C)NC(=O)NC1c1ccc(OC)cc1 (centres undefined)	-11
CCN(CC)CCNC(=O)c1cnc(C(C)(C)C)s1	-20
O=C(O)c1cc(-c2cccc3c2OCC3)cc(S(=O)(=O)N2CCSCC2)c1	-25

By substructure, the compounds so far with a halogen (2)
SMILES	mcGAS RapidFire
CC(C)c1nc(CCN(C)C(=O)c2ccc(Cl)cn2)no1	-2
CC1CCCN(C(=O)NCCc2nccn2C(F)F)C1 (centres undefined)	-6

Continued:
SMILES	mcGAS RapidFire
COc1cccc(CC(C(=O)NC2C3CCCCC32)n2nnnc2C)c1 (centres undefined)	-9
COCCN(CCC#N)Cn1cc(Cl)cn1	-3
CN(Cc1ccc(Cl)cc1)C(=O)NCc1cccnc1	-5
CCc1nc(C)sc1CNC(C)Cn1nc(C)cc1C (centres undefined)	-13
Cc1ccc(C)c(OCC(O)Cn2cnc3sccc3c2=O)c1 (centres undefined)	-16
Cc1cc(Br)cc(C)c1OCCn1cnc2ccccc2c1=O	-4
O=C(NCCc1csc2ccccc12)N1CCC2(CCOCC2)C1	0
Cc1ccc2[nH]c(C(=O)O)c(CN3CC[C@@H]4CC[C@H](C3)N4C)c2c1	-9
Cc1nc2sc(C)c(C)n2c(=O)c1NC(=O)c1ccc2ccccc2n1	-10
O=C(c1cc(F)c(F)c(F)c1F)N1CCOC(COCc2cccc(C(F)(F)F)c2)C1 (centres undefined)	-5
Cc1ccc(NC(=O)NCCn2nc(-c3ccccc3)n(C)c2=O)cc1C	-12
Cc1[nH][nH]c(=O)c1CC(=O)N1CCOC2(CNCCOC2)C1 (centres undefined)	-10
O=C(Nc1ccccc1CN1CCSCC1)N1CCSCC1	2
C=CCCC1(C)N2CC3([N+](=O)[O-])CN1CC([N+](=O)[O-])(C2)C3(C)C (centres undefined)	1
CCc1ccc(C(O)c2ncc(-c3ccccc3F)[nH]2)cc1 (centres undefined)	-5
C=CCNc1nc(OC(C(F)(F)F)C(F)(F)F)nc(N2CCCCC2)n1	-2
O=C(NCCCN1CCCCCC1)C(c1ccccc1)C1CCCCC1 (centres undefined)	-8
CC(=NNS(=O)(=O)c1ccc(Br)cc1)c1ccc(Cl)s1	-12
Oc1ccc(Br)cc1C=NNc1ccc(F)cc1F	-6
CSC(=S)N/N=C(\C)c1ccnnc1	-2
Cc1cc(C)c(NC(=O)Cn2ccnc2)c(Cl)c1	-3
Cc1nc(CCCNC(=O)C2CCCCn3nnnc32)sc1C (centres undefined)	-15
Cc1c(C(C)NC(=O)Nc2cccc(COC3CCCCC3)c2)cnn1C (centres undefined)	-1
C=C(C)CN(CC)C(=O)c1ccccc1Cn1cccn1	1
CN(C)c1ccc(C(=O)NNC(=O)c2cccc(S(C)(=O)=O)c2)cn1	-9
CCOC(=O)c1[nH]cc2c1CS(=O)(=O)C2	-10
CCc1ccc(NC(=O)C(=O)N2CCCN(C(=O)OC)CC2)cc1	-1
Cc1nc2ccc(CC(=O)Nc3c(C)cnn3C(C)C3CC3)cc2[nH]1 (centres undefined)	6
Cc1c(C)n2c3c(=O)n(CC(N)=O)c(=O)n(C)c3nc2n1Cc1ccco1	-2
CCCN(Cc1nccn1C)C(=O)c1oc(CC)nc1C	-8

Some of these compounds in order of heavy-atom count, low to high.
SMILES	mcGAS RapidFire
CSC(=S)N/N=C(\C)c1ccnnc1	-2
Cc1cc(C)c(NC(=O)Cn2ccnc2)c(Cl)c1	-3
C=C(C)CN(CC)C(=O)c1ccccc1Cn1cccn1	1
Cc1nc2ccc(CC(=O)Nc3c(C)cnn3C(C)C3CC3)cc2[nH]1 (centres undefined)	6
O=C(NCCCN1CCCCCC1)C(c1ccccc1)C1CCCCC1 (centres undefined)	-8
Cc1c(C(C)NC(=O)Nc2cccc(COC3CCCCC3)c2)cnn1C (centres undefined)	-1

Later entries.
SMILES	mcGAS RapidFire
C=CCn1c(-c2cc3c(s2)CCC(CC)C3)n[nH]c1=S (centres undefined)	19
COc1ccc(Cl)cc1S(=O)(=O)Nc1cccc(Cl)c1Cl	7
CCOC(=O)C1=C(C)N=c2s/c(=C/c3ccc(F)cc3)c(=O)n2C1c1ccccc1 (centres undefined)	-2
O=S(=O)(NCc1ccco1)c1ccc(Cl)c(Cl)c1	-6
Cc1cc(C)n(C2CCN(C(=O)c3cnn4c3CCCC4)C2)n1 (centres undefined)	-7
CSc1cccc(NC(=O)CCS(=O)(=O)Cc2cccnc2)c1	4
CCCCCCn1c(=S)[nH]c2c1c(=O)n(C)c(=O)n2C	5
CCN(CC)C(=O)Cn1cnc2c(nnn2C)c1=O	-3
Cc1nn(C)c(C)c1CC(=O)NCc1cccc(COC(C)(C)C)c1	5
C=CCC1(CC=C)CCCN1C(=O)CC1C(=O)NCCN1C(C)C (centres undefined)	-6
CCOC(=O)c1c(NC(=O)N2CCCC(C(=O)OCC)C2)sc(C)c1C (centres undefined)	-2
CNC(=O)c1coc(N2CCN(Cc3ccccc3C#N)C2=O)n1	-7
OCCC1CN(Cc2cccc3ncccc23)CCN1C1CCCC1 (centres undefined)	-8
Oc1ccc(N=Nc2ncn[nH]2)c(O)c1	10
COC(=O)c1cc(C)sc1NC(=S)Nc1ncn(Cc2ccc(F)cc2Cl)n1	2
CC[n+]1cc(-c2ccc3ccccc3n2)cc2ccccc21	4
COc1ccc(-c2oc3ccccc3c(=O)c2O)cc1	0
CN(C)S(=O)(=O)CCNC(=O)c1cc(C2CC2)[nH]n1	-13
c1ccc(C(Cn2ccnc2-c2cccnc2)N2CCCCCC2)cc1 (centres undefined)	-9
CC(C)c1nc(C2CCCN2C(=O)c2cc(C(N)=O)cs2)no1 (centres undefined)	-5&-2
Cc1nc(N2CCCCC2)ncc1C(=O)N(C)Cc1cnn(C)c1C	-8
CC1CCc2sc(-c3nnc(SC(C)C(=O)NC4CC4)o3)cc2C1 (centres undefined)	-10
O=[N+]([O-])c1ccc(O)c2ncccc12	3
Cc1cnc(-n2cnnc2)c(-c2ccc3c(c2)OCCO3)c1	-13
C=CCn1cc(CN(C)Cc2cc(-c3ccccn3)no2)c(C)n1	-19
O=C(Nc1ccsc1)N1CCCC(Cn2cc(CCO)nn2)C1 (centres undefined)	-10
Cn1c(=O)n(CC(=O)N2CCN(Cc3ccccc3)CC2)c2ccccc21	4
Cc1ccn2c(CNCCN3CCNC3=O)c(C(=O)N3CCCCCC3)nc2c1	9
CN(C(=O)Nc1ccccc1)C1CCN(c2ccc(F)cc2)CC1	-11
CNC(=O)NCCN1CCCC1=O	-3
CC1CC1C(=O)NCc1ccc(Oc2ccc(F)cc2)cc1 (centres undefined)	5
O=C(c1ccc(CO)o1)N(Cc1cccc(Cl)c1)C1CC1	-5
CC(C)c1ccc(NC2CCCN(C(=O)CCc3cnccn3)C2)cc1 (centres undefined)	-8&0
Cc1cc(-c2csc(N3CCN(C)CC3)n2)c(C)n1Cc1ccco1	3
CC(Sc1ncccc1C(N)=O)C(=O)O (centres undefined)	-2
Cc1ncc(-c2cc(C(=O)N3CCN(C)C(=O)C3C)c3cccc(C)c3n2)cn1 (centres undefined)	-12
CCN(Cc1ccccc1)Cc1nc2scc(-c3ccc(Cl)cc3)c2c(=O)[nH]1	0
OCCN1CCN(c2nc(Nc3ccccc3)c3nccnc3n2)CC1	-1
O=S(=O)(NCc1ccc(N2CCCC2)cc1)c1cccc(Br)c1	-4
O=c1c2c(nc3n1CCOC3)sc1c(O)c(Br)ccc12	-6
Cc1ccsc1-c1nc(CN(C)Cc2nnc(-c3ccccc3)o2)c(C)o1	-13
CCOC(=O)c1sc2nncn2c1C	-4
CN(Cc1ccccc1N1CCOCC1)C(=O)NC1CCCc2occc21 (centres undefined)	2
CCOC(=O)CCC(=O)O[C@H]1[C@H](O[C@@H]2[C@@H](C)[C@H](O[C@H]3C[C@@](C)(OC)[C@@H](O)[C@H](C)O3)[C@@H](C)C(=O)O[C@H](CC)[C@@](C)(O)[C@H](O)[C@@H](C)C(=O)[C@H](C)C[C@@]2(C)O)O[C@H](C)C[C@@H]1N(C)C	-7&-6
CCc1c(C)nc2c(-c3ccccc3)c(COC)[nH]n2c1=O	-4
Cc1csc(=Nc2ccccc2F)n1/N=C\c1ccncc1	7
O=C(NCC1(O)CCNC1)c1ccccc1Oc1ccccc1 (centres undefined)	-24
NC(=O)c1ccc(NC(=O)C(=O)Nc2cccc(N3CCCS3(=O)=O)c2)cc1	2
CCOC(=O)N1CCN(C2CCCN(C(=O)c3csc(NC)n3)C2)CC1 (centres undefined)	-41
CC(C)CN1CC(C(=O)NCCc2cnc[nH]2)CC1=O (centres undefined)	-23
C#C[C@]1(O)CC[C@H]2[C@@H]3CCC4=CC(=O)CC[C@@H]4[C@H]3CC[C@@]21C	-12
COc1cccc(-n2cc(CN(C)CC3CCCC3)cn2)c1	-16
O=C(c1csc2nc(-c3ccccc3F)cn12)N1C[C@H](O)[C@@H](N2CCCC2)C1	0
CCCCN1C(=O)C(=Cc2cccnc2)NC1=S	-7
O=C(O)CC1(CC(=O)N2CCN(C(=O)CC3(CC(=O)O)CCCCC3)CC2)CCCCC1	-3
O=C(CC1COCCN1)NCc1cc(F)ccc1C(F)(F)F (centres undefined)	-19
Cc1cccc(N2CCN(Cc3cn[nH]c3-c3ccc(F)cc3F)CC2)n1	-7
O=c1c(Br)c(NCc2ccco2)cnn1-c1ccccc1	4
Nc1cccc2c(Oc3ccc([N+](=O)[O-])cc3)cccc12	-8
NCCc1ccn[nH]1	-2
(further entries)
SMILES	mcGAS RapidFire
CCN(Cc1nccn1C)C(=O)c1ccc(-c2cccc3ncccc23)nc1	-9
COC(=O)NNC(=O)Cc1coc2ccc3ccccc3c12	0
Cc1cc(CNCc2c(C(=O)N(C)CCc3ccccc3)nc3sccn23)nn1C	-5
CC1CCCN(c2nc3nonc3nc2N2CCCC(C)C2)C1 (centres undefined)	-14
CCOc1ccccc1N=C1SCC(C)N1C(=O)c1cncc(Br)c1 (centres undefined)	16
COc1ccccc1CCNC(=O)c1ccccc1N1CCC(NC(=O)c2ccc(C(F)(F)F)cc2)CC1	-5
Cn1c(=NNC(=O)Cc2coc3cc4c(cc23)CCC4)sc2ccccc21	-27
Cc1nc(NC(=O)CCNC(=O)NCc2ccccc2)sc1C	-25
Cc1cccc(-c2cn[nH]c2C2CCN(c3nc(C(N)=O)cs3)CC2)c1	-12
O=c1[nH]c2ccccc2c2nc(-c3cccc(S(=O)(=O)N4CCCC4)c3)nn12	-5
COCCN=c1scc(-c2ccccc2Br)n1N=Cc1ccc2c(c1)OCO2	-4
O=C(NS(=O)(=O)N1CCCc2ccccc21)C1CSCN1C(=O)C1CCC1 (centres undefined)	-1
Cc1cc(C)n2c(C(=O)NC(C)C3=CCCCC3)nnc2n1 (centres undefined)	-12
NCc1ccccc1CS(=O)(=O)N1CCCCC1	-17
N=C1C2=C3Sc4ccccc4N3CCCC2=NN1c1ccc(Cl)cc1	-5&-2
Cc1ccc(S(=O)(=O)N(CCO)c2ccc(C#N)cc2)c(F)c1	-3
CCN(CC)CCN1CCN(c2cc(-c3ccccc3Oc3ccccc3)ncn2)CC1	-4
O=C(COc1ccc2cc(Br)ccc2c1)N1N=C(C(F)F)CC1(O)C(F)F (centres undefined)	-4
CC(C)C(NS(C)(=O)=O)c1ccc(F)cc1F (centres undefined)	-10
CCCC(CCC)C(=O)NCCc1cc2ccc(C)c(C)c2[nH]c1=O	-5
O=C(CSc1nnc2c(n1)[nH]c1ccccc12)C1CC1	-20
C=CCNc1oc(-c2ccc(F)cc2)nc1C#N	13
CN=c1scc(-c2ccc3[nH]c(=O)oc3c2)n1C	3
COc1ccc2oc(C)c(C(=O)NCCN3CCOCC3C)c2c1 (centres undefined)	-15
CCOC(=O)c1ccc2c(c1)n(Cc1ccccc1)c(C)[n+]2CC	-29
O=C(Nc1ccc(F)cc1Br)c1ccccc1C(F)(F)F	-20
CC1(C(=O)NCCc2c[nH]c3ccccc23)CCN1CC1CCCCC1 (centres undefined)	-6
CC1(C)Cc2nc(C(C)(C)C)ncc2C(NCc2ccccn2)C1 (centres undefined)	0
O=C(NCCCC(=O)N1CCC(n2c(=O)[nH]c3ccccc32)CC1)OCc1ccccc1	-7
O=C(c1cc(Br)ccc1O)N1CCN(C(=O)c2ccccc2Cl)CC1	-8
CCCc1nn(C)c(C(=O)Nc2ccc(CS(=O)(=O)N3CCCC3)cc2)c1[N+](=O)[O-]	-6

Looked up by compound from the list above (2):
SMILES	mcGAS RapidFire
O=c1c2c(nc3n1CCOC3)sc1c(O)c(Br)ccc12	-6
O=C(CSc1nnc2c(n1)[nH]c1ccccc12)C1CC1	-20
